C-LANA FP = blocks KSHV LANA C-terminal domain binding to DNA. MBP-C-LANA/FAM-LBS DNA binding, fluorescence polarization. inhibition, % at 9 µM. 0.078% of 340,000 active;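 active = highest replicate inhibition at or above 60% at 9 µM, even if other replicates fall short; inactive = all replicates below 60% inhibition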;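 note: 0% = neutral control wells and 100% = 4 µM acridine orange control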
Pemphigus Ab inh = human desmoglein-3 autoantibody binding inhibition; P32926; DSG3-coupled beads, scFv-anti-DSG3-GFP binding, flow cytometry; active compounds read low; binding (percent of control), % at 10 µM; 0.48% of 310,000 active; AID 588358;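 active = binding more than 3 SD below its plate's average and above zero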;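 note: hits lower antibody fragment binding to DSG3; some compounds called inactive have numbers as strong as hits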
MOR-DOR ag = agonists of human mu-delta opioid receptor heterodimerization. cells, OPRM1-OPRD1 heterodimerization, luminescence. 0.3% of 340,000 active. AID 504326. activation, % at 9.3 µM; in the data active = activation above about 18%;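 note: 0% = vehicle-treated cells and 100% = reference agonist; values of inactives mirror those of a sister screen read the other way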
V-ATPase pH = yeast V-ATPase proton transport regulation by pHLuorin; S. cerevisiae, pHLuorin cytosolic pH fluorescence; response, % at 10 µM; 0.37% of 350,000 active; AID 504577; in the data active = response mostly above about 7.3%, no sharp cut-off; inactive = mostly below about 5.4%; note: actives read high; inactives centre near 0; some compounds called inactive have numbers as strong as hits; reference of the scale not given here
Keap1 Nrf2 FP = inhibitors of human Keap1-Nrf2 protein-protein interaction. Keap1 Kelch-Nrf2 peptide fluorescence polarization, 1536-well. inhibition, % at 9.4 µM. 0.15% of 340,000 active; in the data active = inhibition above about 12%;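 note: human Keap1 Kelch domain with fluorescein labeled Nrf2 9mer peptide probe; 0% = neutral control wells and 100% = peptide positive control; higher means more block of Keap1 binding to Nrf2 peptide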
Target sequence (Q14145 whole entry, looked up, the tested form may be a part): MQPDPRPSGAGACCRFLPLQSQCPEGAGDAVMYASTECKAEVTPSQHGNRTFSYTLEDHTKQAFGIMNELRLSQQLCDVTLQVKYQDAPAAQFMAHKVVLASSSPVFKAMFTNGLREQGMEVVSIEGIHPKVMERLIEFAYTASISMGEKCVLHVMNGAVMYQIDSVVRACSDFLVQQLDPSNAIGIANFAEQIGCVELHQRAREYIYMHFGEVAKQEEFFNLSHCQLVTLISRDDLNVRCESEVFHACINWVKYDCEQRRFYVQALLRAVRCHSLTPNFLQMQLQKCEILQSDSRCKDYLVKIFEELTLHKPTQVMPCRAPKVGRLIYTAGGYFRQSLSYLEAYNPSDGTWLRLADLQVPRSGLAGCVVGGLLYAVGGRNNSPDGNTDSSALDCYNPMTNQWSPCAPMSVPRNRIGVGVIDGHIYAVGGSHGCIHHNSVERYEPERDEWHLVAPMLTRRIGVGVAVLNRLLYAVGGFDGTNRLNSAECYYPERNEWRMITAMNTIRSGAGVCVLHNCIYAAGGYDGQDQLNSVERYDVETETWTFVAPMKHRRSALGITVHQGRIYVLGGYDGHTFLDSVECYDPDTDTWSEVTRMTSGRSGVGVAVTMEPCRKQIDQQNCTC
Arrestin-AP2 inh = blocks beta-arrestin peptide binding to AP2 adaptin; 0.31% of 340,000 active; FITC-arrestin peptide / GST-AP2 beads, flow cytometry; AP2 beta2 appendage carries R879A mutation; inhibition, % at 10 µM;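 active = inhibition above a set limit, near 3 SD of compounds lacking own fluorescence, cut at about 54% in these data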;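 note: plate controls were DMSO wells for no effect and 5 µM unlabelled arrestin peptide for full effect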
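Measured by: flow cytometry, FL1 (488/535 nm); Material: AP2 appendage R879A on GSH beads; Evaluation: percent response; Timing: pre-incubation 12 min, peptide binding 1 h, room temperature; Also added: 50 nM FITC-arrestin peptide; Medium: PBS with 0.05% Tween 20 and 0.1% BSA.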
OPRM1-OPRD1 inv = mu-delta opioid heterodimer inverse agonism | P35372+P41143 | cell-based MOR-DOR heterodimer luminescence | inhibition, % at 9.3 µM | 0.21% of 340,000 active | AID 504357; in the data active = inhibition above about 22%, passing the limit was not always enough;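 note: 0% = cells with DMSO and 100% = wells without cells with DMSO; values of inactives mirror those of a sister screen read the other way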
Cardiac RTF inh = cardiac RTF calcium desensitization. P19429+P45379. IANBD-labeled cardiac RTF, Ca2+ fluorescence. inhibition, % at 7.15 µM. 0.12% of 340,000 active. AID 493244;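 active = inhibition above the mean inhibition of all tested compounds plus 3 SD, cut at about 17% in these data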;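 note: assay run at fixed EC70 calcium of 1.6 mM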
Wnt bcat act = activates Wnt/beta-catenin signaling in a reporter cell assay; activator, plate reader; activation, % at 9.35 µM; 1.2% of 300,000 active; in the data active = activation above about 30%, passing the limit was not always enough;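 note: 0% = neutral control wells and 100% = positive control wells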
cardiac RTF act = increases calcium sensitivity of human cardiac regulated thin filaments; P19429+P45379; IANBD-labeled TnC RTF fluorescence at EC20 calcium; 0% EC20 calcium, 100% full calcium; activation, % at 7.2 µM; 0.24% of 340,000 active;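 active = activation above the mean over all tested compounds plus 3 SD, cut at about 30% in these data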;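 note: rise in fluorescence read as greater calcium sensitivity of cardiac thin filaments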
An asterisk follows results filed as active; nt = not tested or not shown.

SMILES	C-LANA FP	Pemphigus Ab inh	MOR-DOR ag	V-ATPase pH	Keap1 Nrf2 FP	Arrestin-AP2 inh	OPRM1-OPRD1 inv	Cardiac RTF inh	Wnt bcat act	cardiac RTF act
C/C(=N\NC(=O)c1nnn(-c2nonc2N)c1CN1CCC(C)CC1)c1cccc(Br)c1	-0.3	97	0.9	4	-8	1	-5	-2	-2	-2
CCN1CCN(Cc2c(OC)ccc3ccccc23)CC1	0.2	111	-2.5	0	-2	-2	14	-7	-6	-5
Cc1cccc(N2CCN(C(=O)COCc3cc(-c4ccc5c(c4)OCO5)on3)CC2)c1C	-0.8	106	-0.7	4	-4	14	3	1	1	-7
O=C(CSc1nnc(CNC(=O)c2ccco2)o1)Nc1ccc(Cl)cc1	0.6	102	-1.6	-3	-4	-11	9	0	-2	-1
CC[C@H](C)Cc1cn([C@@H](CCCN=C(N)N)C(=O)NCCCCCCCCCCC(=O)N2CCNCC2)nn1	-2.1	106	-1.6	1	-5	1	9	2	-4	2
O=C(OCc1cccc([N+](=O)[O-])c1)c1ccncc1	-1.3	99	-3.2	6	-5	3	16	7	0	-8
COc1ccc(NC(=O)CCC(=O)c2cc(C)sc2C)cc1	-0.5	84	-2.1	-1	-6	-5	14	-2	2	-2
COc1ccc(OC)c(C2C(C(=O)c3cccs3)=C(O)C(=O)N2c2cc(C)on2)c1 (centres undefined)	-0.7	102	-1.3	3	-3	-8	8	-4	2	1
CCN(CC)C(=S)SCC(=O)c1ccc(Br)cc1	0.5	96	1.6	4	-1	14	-12	-7	12	-8
O=c1[nH]c(N2CCOCC2)nc2ncn(Cc3ccccc3)c12	1.8	100	-3.3	-3	-1	6	14	0	nt	-3
CC(C(=O)N1CCc2ccccc21)n1cccc1 (centres undefined)	2.9	nt	-2.0	-4	-4	-4	13	5	-1	-5
COC(=O)c1ccc(COc2cc(C)ccc2C)o1	-2.0	97	-0.4	-3	0	30	2	-3	7	-9
COc1cc(S(=O)(=O)N2CCN(c3ccc(F)cc3)CC2)ccc1Cl	0.5	97	4.0	-2	-3	10	-22	10	-3	5
COc1ccc(NC2CC(=O)NC2=O)cc1 (centres undefined)	1.5	98	-1.9	-5	5	3	11	-5	nt	2
COc1ccc2c(c1)cc(C)c1nnc(SCC(=O)N(C)c3nc(-c4ccccc4)cs3)n12	-1.5	98	-2.9	-5	-4	1	15	-4	3	1
CCOc1ccc(C(=O)COc2ccc(NC(C)=O)cc2)cc1	1.7	nt	1.0	1	-6	1	-6	-8	-3	-5
O=C1C=CC(=O)N1c1ccccc1N1C(=O)C=CC1=O	-0.5	78	-2.4	-2	-51	9	13	0	0	-4
Cc1oc2cc(Br)c(O)c(Br)c2c1-c1ccccc1	0.2	111	2.2	-1	-1	-5	-10	-5	nt	1
CCCCNc1c(N)n(CCC)c(=O)[nH]c1=O	1.9	102	-2.3	2	1	-12	12	0	-1	0
COCC(=O)Nc1ccccc1C(=O)NC(C)C	-0.9	94	-2.2	-3	0	-2	12	-8	nt	-5
Cc1cc(NC(=O)CSc2nnc(Cc3cccn3C)n2CCc2ccccc2)no1	2.2	100	-2.0	-1	0	0	11	-7	0	0
Cc1ccccc1NC(=O)C1CCC(C)(C(=O)O)C1(C)C (centres undefined)	2.0	116	-2.1	-2	1	15	12	2	-2	-9
COc1ccccc1-c1cccc([C@@H]2C[C@H]3[C@H](CON3C)CN2Cc2cc(Cl)cc(Cl)c2)c1	0.2	114	1.5	2	4	53	-7	-4	-1	2
CCOCCCNC(=O)C(c1ccccc1)N(Cc1ccc2c(c1)OCO2)C(=O)CNC(C)=O (centres undefined)	3.1	78	-2.3	-8	0	-2	12	-11	-1	-5

Some entries already given, reduced to C-LANA FP, Cardiac RTF inh and Arrestin-AP2 inh.
smiles	C-LANA FP	Cardiac RTF inh	Arrestin-AP2 inh
Cc1oc2cc(Br)c(O)c(Br)c2c1-c1ccccc1	0.2	-5	-5
CCCCNc1c(N)n(CCC)c(=O)[nH]c1=O	1.9	0	-12

Next part
SMILES	C-LANA FP	Pemphigus Ab inh	MOR-DOR ag	V-ATPase pH	Keap1 Nrf2 FP	Arrestin-AP2 inh	OPRM1-OPRD1 inv	Cardiac RTF inh	Wnt bcat act	cardiac RTF act
Clc1cnc(N/N=C/c2ccco2)c(Cl)c1	0.4	98	-4.7	1	1	-12	21	2	nt	-1
Cc1cc(NC(=O)CSc2nc3c([nH]c4ccccc43)c(=O)n2-c2cccc(C(F)(F)F)c2)no1	-1.1	109	-1.1	4	-7	0	6	-11	-4	0
CCc1nc(N)nc2c1C(=O)CC(C)(C)C2	1.6	105	1.4	8	-9	4	-8	-1	-1	-1
Cc1cc(C(=O)N/N=C/C=C/c2ccccc2)c(C)o1	-0.9	126	-0.5	-2	1	-4	3	3	nt	1
COc1ccc(C2/C=C\CN(C(=O)C3CCCC3)CC(=O)N2Cc2ccc(F)cc2)cc1 (centres undefined)	10	99	0.0	-5	4	0	0	-4	-1	5
NS(=O)(=O)c1ccc(CNC(=O)Cn2nc(C(F)F)cc2C(F)F)cc1	0.8	105	-2.1	-1	0	-10	8	-11	-2	6
COc1ccccc1-c1cc(-c2ccccc2)nc(SCC(=O)O)c1C#N	-0.3	113	-3.3	3	-2	7	17	-8	-1	0
CCO[C@H]1OC(C(=O)O)=C[C@@H](c2csc3ccccc23)[C@@H]1CCCO	1.8	97	-2.3	2	-4	9	14	2	-2	3
C=CCc1c(C)[nH]c2c(OC)cccc2c1=S	0.1	102	-5.8	2	-4	1	27	-8	-4	0
CC(=O)Nc1ccc(NC(=O)CCN2C(=O)C3CC=CCC3C2=O)cc1 (centres undefined)	0.7	97	-4.2	1	-4	-7	17	3	-3	3
O=C(Nc1ccc(F)cc1)Nc1cccnc1Cl	-1.7	88	0.4	0	-3	6	-2	-9	9	-5
COc1ccc(NC(=O)c2cc([N+](=O)[O-])ccc2NC(=O)CNCc2ccccn2)c(OC)c1	-0.3	109	-3.5	1	-1	20	19	6	1	1
CCC1(C)Cc2ccccc2-c2nc3n(c(=O)c21)CCCCC3 (centres undefined)	-0.5	103	1.1	-6	2	-2	-6	0	-1	1
C=CCNC(=O)C(=O)NCCOc1ccccc1Cl	-0.5	101	-2.4	-3	6	27	12	-2	-4	0
COc1ccccc1NC(=O)C1=C(C)Nc2nc(-c3ccccc3)nn2C1c1ccccn1 (centres undefined)	0.2	106	-0.1	-1	0	13	0	0	-1	1
O=C(CN1CCN(C(=O)N2CCOCC2)CC1)Nc1ccc(Br)cc1	0.8	95	0.8	-4	-1	-2	-4	-11	nt	-4
COc1ccccc1OCCCOc1ccc(/C=C2\SC(=O)NC2=O)cc1OC	0.2	97	-0.2	-1	-3	20	1	1	0	-2
COc1ccc(/C=C/C(=O)c2ccc(OC)cc2OC)c(OC)c1	0.6	104	-4.1	1	-1	21	21	-2	-1	3
CN(C)CCCN(C(=O)COc1ccccc1)c1nc2ccc(F)cc2s1	3.6	100	1.4	3	1	-7	-7	-3	1	0
NS(=O)(=O)c1cc(C(=O)OCC(=O)c2ccccc2)c(Cl)cc1Cl	-0.6	104	-1.9	0	3	1	10	-8	0	6
Cc1nc2ccc(C(=O)N/N=C/c3ccccc3O)cc2[nH]1	-0.1	101	1.1	1	6	23	-7	-1	12	5
COc1ccc(CNC(=O)/C=C/C(=O)O)cc1OC	0.2	100	-1.7	-3	0	-11	9	8	nt	4
CCn1c(SCC(=O)NNC(=S)Nc2ccc(C)cc2)nnc1-c1ccc(Cl)cc1	3.1	104	-5.9	1	3	-26	27	-9	nt	4
COc1cc(NC(=O)c2[nH]cnc2C(N)=O)cc(C(=O)Nc2cccc(C(F)(F)F)c2)c1	0.6	101	3.1	-1	-1	-5	-17	-1	nt	-5
Cc1csc(SCC(=O)Nc2ccc(C)c(F)c2)n1	-0.3	nt	-1.1	-1	3	10	4	-6	18	1
O=C(NCCCN=C1NS(=O)(=O)c2ccccc21)c1ccc(Cl)cc1	-1.0	107	-1.9	-3	5	33	10	-14	0	-9
CN1CCN(CC(C)(C)NS(=O)(=O)c2ccc(Cl)cc2)CC1	1.1	128	-1.2	-2	-3	-18	6	-11	-5	8
CCCNC(=O)c1ccccc1NC(=O)c1ccccc1N(C)S(=O)(=O)c1ccccc1	-2.0	97	-0.6	2	-4	-2	4	-9	-7	-2
COc1ccccc1/C=N/NC(=O)CCSc1ccccc1	-0.7	83	-1.7	1	-2	-5	11	-22	0	-7
COc1cccc(/C(O)=C2/C(=O)C(=O)N(CCN(C)C)C2c2ccc(Br)cc2)c1 (centres undefined)	-1.6	97	-2.7	-1	0	-2	16	6	nt	1
CNC(=O)C1CCCN1S(=O)(=O)c1ccc(OC)cc1 (centres undefined)	2.0	nt	-3.1	-2	2	-1	13	-2	-1	2
CC(C)C(=O)Nc1ccc(C(=O)CSc2nnc(C3CC3)n2C2CC2)cc1	0.8	103	-4.1	0	-3	36	16	2	2	1
CCc1ccc(OCCCC(=O)Nc2cccc(C(=O)O)c2)cc1	-0.5	88	-1.4	7	-4	2	7	-10	-2	0
CCOC(=O)C1CCN(S(=O)(=O)c2ccc(CC)cc2)CC1	0.4	100	-1.3	3	-3	-7	7	-2	nt	8
COc1cc(NC(=O)Cn2cnc(S(=O)(=O)N3CCc4ccccc43)c2)cc(OC)c1OC	-1.8	nt	-2.2	1	-5	9	11	5	-1	-1
O=C(O)CCN1CCN(S(=O)(=O)c2ccc3ccccc3c2)CC1	-2.0	96	-0.1	0	1	44	1	-5	0	2
CCOc1ccc(S(=O)(=O)N2c3ccccc3CC2C)cc1 (centres undefined)	1.4	96	-1.8	-1	2	-5	9	-3	-25	-2
O=c1c(Cl)c(NCCO)cnn1-c1cccc(Cl)c1	-1.4	99	-0.9	4	-2	8	5	11	-8	4
Cc1ccc(C)n1-c1cccc(S(=O)(=O)N2CCOCC2)c1	0.4	107	-2.7	1	-7	2	16	-10	1	-1
N#Cc1ccccc1COc1cccc2c1CCCC2O (centres undefined)	0.5	108	-4.5	-1	-1	-6	20	4	-1	-2
CCOC(=O)C1CCN(C(=O)C2CCN(c3nnc(-n4cccc4)s3)CC2)CC1	-1.2	100	-1.1	0	-2	13	6	1	2	-3
CC(C)(C)c1cc(C(=O)NNc2cccc(Cl)c2)n(Cc2ccccc2)n1	-2.6	112	4.6	-5	-1	8	-23	-6	-3	-2
COc1cc(OC)c(NC(=O)Cc2ccc(OC)c(S(=O)(=O)N3CCOCC3)c2)cc1Cl	0.0	108	1.2	-4	-6	1	-6	-6	0	4
CC1(C)CC(=O)C(C=Nc2ccc3cn[nH]c3c2)=C(O)C1	-0.8	89	1.8	-2	-6	14	-11	2	-15	0
CCCC(c1nnnn1Cc1cccs1)N1CCN(C)CC1 (centres undefined)	1.6	101	-1.8	-1	-1	17	9	-5	0	1
CCOC(=O)c1cc2c(ccn2C)n1CC(=O)N(CC)CC	-0.3	99	0.2	0	-6	15	-1	-19	0	1

Bioassay records as filed in PubChem BioAssay.
